Source: PubChem (National Center for Advancing Translational Sciences (NCATS))
ELG1 genotoxic – inducers of genotoxicity in HEK293T ELG1-luciferase cells; 1.3% of 330,000 active; HEK293T ELG1-luciferase reporter, luminescence, 16 h; AID 504466; Potency, µM (doses to about 46 µM), for inactives: top-dose activity change, positive = activation, hits mostly activators; note: potency is the fitted concentration of half-maximal effect; % of control where 0% means no effect; nearly all actives have a fitted effect of over 60% in size
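DMSO vehicle served as control against compound-treated ELG1-luciferase HEK293T cells; exposure lasted 16 hr at 37 °C and 5% CO2, followed by ONE-Glo luminescence detection after 30 min.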
p53 reactivation – restores transcriptional activity of mutant p53; H1299 p53-A138V BP100-luciferase reporter, luminescence, 24 h; Potency, µM (titrated, usually from 92.2 µM), for the others: at the highest dose activity change, positive = activation, most hits filed as activators; 0.063% of 320,000 active; AID 504706; note: potency is the fitted concentration of half-maximal effect; % of control where 0% means no effect; nearly all actives have a fitted effect of over 45% in size
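p53-null H1299 cells stably carrying temperature-sensitive p53-A138V and a BP100-luciferase reporter were pinned with compounds (4-point, 1:5 series) and held 24 hrs at 37 deg C. Luminescence was read 10 min after detection reagent.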
TRPV1 agonist – agonists of human vanilloid receptor 1 (TRPV1) | 0.19% of 320,000 active | activation, % at 8.33 µM | TRPV1-expressing cells, Fluo-8 calcium influx, agonist mode | AID 540275 | Q8NER1; in the data active = activation above about 80%; inconclusive = between about 30% and that limit; note: 0% is about no effect
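Cells expressing TRPV1 were dye-loaded with Fluo-8 and read kinetically: 10 s baseline, 3 min after compound (agonist portion), then 2 min after EC20 capsaicin (allosteric enhancer portion). Calcium-bound dye fluorescence at 480/520 nm.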
FLuc modulator – counter-screen for miR-21 project: firefly luciferase inhibitors or activators; P08659; purified FLuc, Km substrates, luminescence inhibition; Potency, µM (highest dose often 57.5 µM), for inactives: top-dose activity change, negative = inhibition, most hits filed as inhibitors; 6.9% of 360,000 active; AID 588342;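 note: potency is the fitted concentration of half-maximal effect; plate controls were vehicle for no effect and reference inhibitor for full effect; nearly all actives have a fitted effect of over 55% in size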
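Biochemical qHTS of compounds, final roughly 60 µM downward over six points, against 10 nM purified firefly luciferase using Km concentrations of substrates (10 uM D-luciferin, 10 uM ATP) in Tris acetate pH 7.5 buffer; luminescence output.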
ELG1 DNA repair – inhibitors of ELG1-dependent DNA repair in HEK293T cells; Potency, µM (series often up to 46.1 µM), without a hit: at the highest dose activity change, negative = inhibition, hits mostly inhibitors; 2.3% of 330,000 active; HEK293T ELG1-luciferase reporter, luminescence, 16 h; DNA damage induced by 5-fluorouridine; note: potency is the fitted concentration of half-maximal effect; % is set by controls: 0 for no effect and ±100 for the full control effect; nearly all actives have a fitted effect of over 55% in size
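Step one: seed 2,000 cells per well. Step two: pin-transfer compound or DMSO alongside 5-fluorouridine. Step three: incubate 16 hr, 37 °C, 5% CO2. Step four: add ONE-Glo, wait 30 min, read luminescence.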
Tb PFK inh – T. brucei PFK enzyme inhibition; Potency, µM (doses to about 57.5 µM), without a hit: top-dose activity, negative = inhibition, hits mostly inhibitors; O15648; 0.17% of 330,000 active; T. brucei PFK, ADP-Glo luminescence;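 note: potency is the fitted concentration of half-maximal effect; 0% = uninhibited 1x PFK enzyme wells and -100% = no-enzyme wells; nearly all actives have a fitted effect of over 60% in size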
Target sequence (O15648 whole entry, looked up): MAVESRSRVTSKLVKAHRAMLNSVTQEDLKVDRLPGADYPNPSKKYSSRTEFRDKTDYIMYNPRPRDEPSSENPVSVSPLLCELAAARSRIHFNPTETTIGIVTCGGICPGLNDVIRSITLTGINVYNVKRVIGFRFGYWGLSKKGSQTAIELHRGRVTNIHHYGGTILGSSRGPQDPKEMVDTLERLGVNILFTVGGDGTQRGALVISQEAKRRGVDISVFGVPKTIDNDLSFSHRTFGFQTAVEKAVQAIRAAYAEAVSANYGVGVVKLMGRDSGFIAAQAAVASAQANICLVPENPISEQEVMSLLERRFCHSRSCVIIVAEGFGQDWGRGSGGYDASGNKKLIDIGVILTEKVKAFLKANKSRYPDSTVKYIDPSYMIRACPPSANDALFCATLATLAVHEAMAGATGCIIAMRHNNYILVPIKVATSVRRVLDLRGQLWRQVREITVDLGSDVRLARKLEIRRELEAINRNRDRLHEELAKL
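In TEA buffer at pH 8.0 with 5 mM MgCl2, enzyme (1.25 nM) converted F6P (0.5 mM) and ATP (0.1 mM) for 45 min at room temperature. ADP product was read by luciferase luminescence.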
Rab9 prom act – activators of Rab9 promoter. Huh7 Rab9 promoter-luciferase reporter, luminescence, 24 h. Potency, µM (doses to about 9.22 µM), for the others: at the highest dose activation, negative = inhibition, actives largely listed as activators. 2.8% of 320,000 active; note: potency is the fitted concentration of half-maximal effect; % of control where 0% means no effect; nearly all actives have a fitted effect of over 60% in size
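Luminescence from Amplite-detected luciferase (10 minutes, ambient) reports Rab9 promoter activation. Before that, stable Rab9-luciferase Huh7 cells (1500/well, reduced-serum OP-MEM I plus 10% FBS) were exposed to compound for 24 hours at 37C.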
Gal4-VP16 FLuc – counter-screen for ROR gamma inhibitors: Gal4-VP16 reporter; Drosophila S2 Gal4-VP16 UAS-luciferase, luminescence, 20 h; 3.5% of 310,000 active; Potency, µM (titrated, usually from 53.6 µM), for the others: at the top dose activity, negative = inhibition, usual class: inhibitors;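 note: Gal4-VP16 expression switched on by copper sulfate through the metallothionein promoter; potency is the fitted concentration of half-maximal effect; % is set by controls: 0 for no effect and ±100 for the full control effect; nearly all actives have a fitted effect of over 50% in size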
BRCA1 expr act – BRCA1 expression activation. MCF7-BRCA1-FFLuc reporter, luminescence, 48 h; response scale: scaled: vehicle 0%, 10 µM genistein 100%. Potency, µM (highest dose often 46.1 µM), for inactives: top-dose activation, most hits filed as activators. 1.1% of 380,000 active; note: potency is the fitted concentration of half-maximal effect; nearly all actives have a fitted effect of over 80% in size; some results filed as inactive show a strong effect at the top dose
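MCF7-BRCA1-FFLuc, 2000 cells/well; 2 h attach, 37 °C/5% CO2; compound 48 h; luciferase substrate 15 min; luminescence end-point. Norm. to genistein 10 microM max activation and DMSO; concentration-response curves fitted.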
NPC1 prom act – activators of NPC1 promoter; Huh7 NPC1 promoter luciferase reporter, 24 h; Potency, µM (titrated, usually from 9.22 µM), for inactives: top-dose activation, hits mostly activators; 2.4% of 320,000 active; AID 485313;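 note: potency is the fitted concentration of half-maximal effect; % of control where 0% means no effect; nearly all actives have a fitted effect of over 60% in size; reporter is driven by a mutant NPC1 promoter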
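Cells: Huh7 expressing luciferase under the NPC1 promoter, 1500/well. Seeded 2 h, compound added, incubated 24 h at 37 °C. Luciferase reagent, 10 min ambient, then luminescence.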
RORg inh – ROR gamma (mouse) transcription inhibition; Drosophila S2 Gal4-RORgamma UAS-luciferase reporter, 20 h; 5.4% of 310,000 active; Potency, µM (top dose mostly 53.6 µM), for inactives: top-dose activity change, negative = inhibition, usual class: inhibitors; AID 2551; P51450; note: potency is the fitted concentration of half-maximal effect; % is set by controls: 0 for no effect and ±100 for the full control effect; nearly all actives have a fitted effect of over 60% in size
Target sequence (P51450 whole entry, looked up, the tested form may be a part): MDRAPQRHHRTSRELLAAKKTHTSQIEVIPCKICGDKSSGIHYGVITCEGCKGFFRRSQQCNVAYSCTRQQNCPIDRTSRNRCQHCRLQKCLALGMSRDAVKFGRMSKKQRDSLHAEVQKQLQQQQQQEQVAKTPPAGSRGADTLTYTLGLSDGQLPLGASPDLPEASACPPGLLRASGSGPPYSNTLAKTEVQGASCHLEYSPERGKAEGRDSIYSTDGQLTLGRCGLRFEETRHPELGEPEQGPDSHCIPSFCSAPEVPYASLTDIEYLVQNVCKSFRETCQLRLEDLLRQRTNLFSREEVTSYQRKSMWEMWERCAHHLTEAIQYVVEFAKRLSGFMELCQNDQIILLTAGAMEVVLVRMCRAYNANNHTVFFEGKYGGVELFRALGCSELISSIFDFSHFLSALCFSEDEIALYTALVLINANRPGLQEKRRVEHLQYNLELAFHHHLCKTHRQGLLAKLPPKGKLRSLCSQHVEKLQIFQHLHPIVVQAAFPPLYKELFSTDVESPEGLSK
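In this cell-based reporter format, copper sulfate (700 uM final) drives Gal4–ROR gamma fusion expression from a metallothionein promoter in Drosophila Schneider cells; compounds preincubated 1 hr, reporter read after 20 hr at ambient temperature.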
Numbers without * were called inactive; ? = inconclusive; . = not tested or not shown; [ ] = dose if it differs, or a comment. Unless noted, calls come from the whole dose curve; as a rule, active = well fitted curve in the direction sought with a large enough effect; inconclusive = small, poorly fitted or top-dose-only effect, or another doubt; inactive = no such curve, though single readings can be large; an effect the other way counts as inactive or inconclusive.

SMILES	ELG1 genotoxic	p53 reactivation	TRPV1 agonist	FLuc modulator	ELG1 DNA repair	Tb PFK inh	Rab9 prom act	Gal4-VP16 FLuc	BRCA1 expr act	NPC1 prom act	RORg inh
COc1cccc(-n2c(SCC(=O)NCCC3=CCCCC3)nc3n[nH]c(C)c3c2=N)c1	-8.6%	-2.5%	-0.8	-0.8%	16.4µM*	9.2%	0.0%	-2.2%	-64.9%[inhibitor]	-5.8%	-38.8%
O=C(CN1CCN(S(=O)(=O)c2ccccc2)CC1)NCCc1ccccc1	-4.6%	-9.9%	4.6	10.6%	-8.1%	-0.7%	2.8%	4.4%	-7.4%	-1.8%	37.5%
O=C(CNC(=O)c1ccccc1Cl)N/N=C/c1ccc2c(c1)OCO2	3.0%	9.4%	-1.9	?	?	0.0%	2.0%	-10.9%	-2.5%	-1.0%	-9.4%
COc1cc(OC)c(C(=O)OCC(=O)NC2CCCCCCC2)cc1OC	-2.3%	-10.6%	.	.	?	9.1%	.	.	-33.6%	.	.
CC(OC(=O)C1CCCCC1)c1nc2ccccc2[nH]1 (centres undefined)	13.7%	8.8%	7.9	-2.2%	5.4%	4.6%	-15.0%	2.3%	-11.3%	-10.5%	-11.2%
COc1ccc2nc(SCC(=O)Nc3cc(OC)c(OC)cc3C(=O)O)c(C)cc2c1	-1.0%	1.3%	-1.4	?	-3.9%	0.3%	-2.5%	-5.7%	-22.2%	-7.0%	-10.7%
CCOc1cc(NC(=O)c2cccs2)c(OCC)cc1NC(=O)CCC(=O)NCCN1CCOCC1	-6.0%	-2.4%	0.3	0.2%	-7.5%	-5.3%	-9.7%	2.0%	13.6%	-0.4%	7.3%
CC(C)(C)[C@H]1COC(=O)CCCC/C=C\C[C@H](CC(=O)NCCO)C(=O)N1	2.5%	-1.9%	.	.	18.1%	-1.0%	.	.	0.0%	.	.
Cc1cc2ccccc2n1CCNC(=O)c1cccs1	?	3.0%	?	21.3µM*	?	2.4%	?	14.1µM*	2.4%	?	12.6µM*
O=C1CCN(Cc2ccccc2)CCN1[C@H](COc1ccccc1)c1ccccc1	-7.5%	7.5%	?	-0.2%	5.5%	1.3%	-2.3%	0.7%	-28.4%	-5.2%	7.4%
COc1ccc(OCCNC(=O)Nc2cc(F)c(F)cc2Cl)cc1	-7.2%	-7.3%	20.2	2.4%	-8.0%	1.7%	-2.9%	-10.0%	10.3%	-0.5%	10.6%
C/C(CC(=O)Nc1ccc(Br)cc1)=N\NC(=O)c1cccc(O)c1	0.6%	?	10.8	-19.3%	3.4%	1.0%	-1.6%	-1.7%	3.5%	-1.7%	32.4%
O=c1c(/C=N/O)coc2ccc3ccccc3c12	.	5.6%	3.9	-16.3%	?	12.1%	16.9%	1.1%	79.9%	19.0%	5.2%
Cn1c(=S)ccc2ccccc21	5.0%	-2.2%	-0.4	-14.5%	8.1%	-12.9%	0.3%	7.2%	-15.2%	-2.8%	-34.1%
Cc1cc(NC(=O)COC(=O)c2oc3c(ccc4ccccc43)c2C)no1	?	-7.8%	5.7	4.7%	?	0.8%	-0.4%	11.2µM*	-28.0%	-0.4%	?
Cc1ccccc1CNC(=O)c1ccc(CSCc2ccccc2)cc1	-4.0%	-9.4%	19.4	-12.7%	?	-4.5%	-1.8%	3.7%	-17.0%	1.8%	15.6%
CCOc1ccc(CC(=O)Nc2c3c(nn2C(C)(C)C)CS(=O)(=O)C3)cc1	2.0%	-2.5%	-6.2	4.5%	6.3%	-1.5%	0.2%	-8.7%	-3.5%	-1.5%	-9.4%
O=C(CCc1c[nH]c2ccccc12)NCCc1ccc(Cl)cc1	-2.6%	1.3%	80.1*	-0.1%	-0.5%	-7.2%	4.9%	0.0%	-16.2%	-0.8%	38.6%
CCN(CC)c1ccc(/C=N/NC(=O)c2cccc(S(=O)(=O)N3CCOCC3)c2)c(O)c1	7.4%	4.3%	28.6	?	?	5.2%	-18.4%	11.2µM*	-70.4%	-11.5%	2.82µM*
Cc1cnc(NC(=O)c2sc(Nc3ccccc3)nc2N)o1	?	5.8%	1.5	?	?	-1.1%	?	-9.2%	12.6µM*	?	?
COc1ccc(CN2CC(=O)N(c3ccc(Cl)cc3)C2=S)cc1OC	-3.8%	7.4%	19.9	-9.4%	?	-12.3%	-3.0%	-2.8%	-19.0%	1.4%	13.5%
O=S(=O)(Nc1ccc(Cl)cn1)c1cccs1	-0.1%	1.3%	-3.2	-0.4%	-5.6%	16.9%	-5.1%	-0.2%	-4.0%	-0.6%	8.6%
C[C@H](NC(=O)c1ccc(C(C)(C)C)cc1)C(=O)N1CCN(C/C=C/c2ccccc2)CC1	-8.2%	2.0%	.	.	?	-9.8%	.	.	-19.3%	.	.
C/C=C/C1=CC(=O)C[C@H](c2ccc(F)cc2)C1	-0.5%	5.5%	?	0.5%	12.2%	2.1%	-3.1%	.	-0.9%	-3.5%	.
COc1ccc(NC(=S)NC2CCCCC2)cn1	9.3%	-2.5%	10.1	-14.7%	?	0.0%	18.1%	?	30.7%	0.9%	12.6µM*
COc1ccc(Cc2nnc(NC(=O)c3cccc(C)c3)s2)cc1	9.7%	3.0%	7.8	-0.7%	8.9%	-1.4%	-6.1%	-9.2%	-0.4%	0.7%	-40.3%
O=C1C(Cc2ccccc2)NC(=S)N1c1ccccc1 (centres undefined)	0.8%	6.0%	-2.3	-1.5%	3.3%	-0.7%	-3.3%	?	32.9%	-3.8%	11.2µM*
CN1C(=O)S/C(=C/c2cccn2-c2cccc(C(=O)O)c2)C1=O	1.0%	2.9%	-3.9	-26.4%	-17.4%	0.3%	1.7%	-8.5%[10 µM]	14.4%	1.6%	-7.6%
COc1cc(NC(=O)/C=C/c2ccccc2[N+](=O)[O-])cc(OC)c1	0.0%	?	0.0	21.3µM*	1.7%	-0.6%	25.3%	-8.1%	-0.8%	17.1%	?
O=C(O)COCC(=O)Nc1ccc(-n2cnnn2)cc1	-0.3%	2.1%	0.1	-2.1%	?	6.3%	0.4%	2.5%	-9.9%	-2.8%	-14.9%
Cc1c(/C(O)=C2\C(=O)C(=O)N(CCCN(C)C)C2c2ccncc2)cnn1-c1ccccc1 (centres undefined)	0.2%	5.5%	-0.9	1.7%	5.4%	-1.1%	8.2%	-0.5%	.	-3.0%	-6.7%
Cc1cc(N2CCOCC2)c(F)cc1C(=O)c1ccccc1	0.7%	-1.2%	27.0	-1.3%	-16.2%	0.3%	2.4%	1.6%	9.1%	-0.7%	9.1%
CCc1ccccc1NC(=O)CCN1C(=O)c2ccccc2C1=O	-3.1%	-1.1%	0.2	2.8%	5.3%	-1.8%	0.7%	5.9%	-22.2%	-1.2%	0.4%
COC(=O)c1ccccc1OCCOCCOc1cccc2ccc(C)nc12	-10.7%	-6.5%	-6.9	-11.0%	?	0.8%	-6.8%	11.6%	-27.2%	3.7%	-31.2%
CCc1ccc(-c2nc(SCC(=O)N(C)C3CCS(=O)(=O)C3)n[nH]2)cc1 (centres undefined)	14.4%	20.6%	3.8	?	?	-4.8%	24.2%	.	33.0%	13.5%	.
Cc1nn(CCc2n[nH]c(=S)n2-c2ccc(F)cc2)c(C)c1[N+](=O)[O-]	0.4%	-4.3%	-0.9	0.1%	?	-18.8%	-2.1%	-6.5%	2.6%	2.9%	?
CC1=NNC(=O)C1CCC(=O)N/N=C/C=C/c1ccccc1 (centres undefined)	-0.2%	24.1%	-5.1	4.3%	8.0%	1.9%	0.6%	-15.0%	18.5%	-2.0%	-4.4%
C=CCn1c(SCc2c(C(=O)OC)sc(N)c2C(=O)OC)nnc1-c1ccc(Cl)cc1	-4.6%	-2.8%	1.9	0.5%	23.1µM*	-1.4%	-4.1%	-15.5%	-47.4%	0.4%	-1.4%
COc1ccc(C)cc1S(=O)(=O)N1CCC(C(=O)NC2CCCC2)CC1	-2.9%	9.5%	5.2	-0.8%	1.2%	1.2%	-2.7%	0.1%	-5.7%	-3.1%	-14.5%
COc1cc(CN2CCN(c3ccc(C)cc3)CC2)cc([N+](=O)[O-])c1O	1.2%	-19.4%	-2.4	4.2%	1.1%	2.0%	-8.2%	0.7%	-2.6%	3.0%	-3.9%
CCCCCN(C(=O)CCC(=O)OCCOc1ccc(OCC)cc1)c1c(N)n(CCCC)c(=O)[nH]c1=O	5.4%	-6.4%	0.6	-2.3%	-15.8%	4.2%	0.0%	.	-26.1%	0.5%	.
Cc1ccc2[nH]c3c(c2c1)CCc1cn[nH]c1-3	-0.2%	24.8%	4.0	10.7µM*	14.0%	4.8%	?	?	-26.6%	?	3.3%
